# Measles CPE = compounds protecting cells from measles virus cytopathic effect, primary screen, measles RdRp inhibitor project, single point, MLSMR library, absorbance. Measles virus-infected cells, CPE protection. protection (pct of control), % at 4 µM. actives 1.5% (n = 140,000); in the data active means protection mostly above about 24%, no sharp cut-off; inactive means mostly below about 26%; further: some compounds called inactive have numbers as strong as hits
# MRP1 act = H69AR viability gain despite doxorubicin, primary screen, MRP-1 activator project, H69AR cells, CellTiter-Glo | viability increase, % at 10 µM | viability rescue | actives 0.61% (n = 140,000) | AID 799, 2007;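 active means viability gain under doxorubicin at or above a set limit, the compound median plus 3 SD, cut at about 4.7% in these data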;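 further: MRP-1 overexpressing cells given doxorubicin 25 µM after compound pretreatment; 18-22 h compound pretreatment then 72 h with doxorubicin before readout; 0% = doxorubicin-only wells and 100% = vehicle-treated cells without doxorubicin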
# Phagocyt inh = inhibitors of macrophage phagocytosis, primary screen, imaging, J774A.1 cells, IgG beads. J774A.1 macrophage IgG-bead phagocytosis. inhibition, % at 5 µM. actives 0.07% (n = 110,000). AID 1029, 2008;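 active means inhibition above the mean of the plate negative controls plus 5 SD, cut at about 13% in these data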;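 further: phagocytic index as fraction of beads internalized from green versus red external bead signal; plate controls were DMSO negative control for no effect and cytochalasin-D positive control for full effect; some results beyond the cut were filed as inactive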
# HCT116 bCat-KO = primary screen for growth suppressors in beta-catenin knockout HCT116 cells (colon tumor, human) | viability, % at 10 µM | actives 1.5% (n = 140,000) | AID 818, 2007 | HCT116 beta-catenin knockout viability, CellTiter-Glo, 60 h; active compounds read low;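 active means viability at or under a set limit, the compound median less 4 SD, cut at about 6% in these data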;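 further: 0% = Hyamine 1622 control at 20 µM and 100% = untreated cell control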
# NPY-Y2 antag = NPY-Y2 receptor antagonists, primary screen, cell-based. Neuropeptide Y receptor type 2 (Homo sapiens), P49146. NPY-Y2 expressing cells, antagonist mode. inhibition, % at 2.7 µM. actives 0.99% (n = 140,000); in the data active means inhibition above about 17%;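 further: 0% = vehicle with agonist challenge and 100% = reference antagonist with challenge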
# Target sequence (P49146 whole entry, looked up): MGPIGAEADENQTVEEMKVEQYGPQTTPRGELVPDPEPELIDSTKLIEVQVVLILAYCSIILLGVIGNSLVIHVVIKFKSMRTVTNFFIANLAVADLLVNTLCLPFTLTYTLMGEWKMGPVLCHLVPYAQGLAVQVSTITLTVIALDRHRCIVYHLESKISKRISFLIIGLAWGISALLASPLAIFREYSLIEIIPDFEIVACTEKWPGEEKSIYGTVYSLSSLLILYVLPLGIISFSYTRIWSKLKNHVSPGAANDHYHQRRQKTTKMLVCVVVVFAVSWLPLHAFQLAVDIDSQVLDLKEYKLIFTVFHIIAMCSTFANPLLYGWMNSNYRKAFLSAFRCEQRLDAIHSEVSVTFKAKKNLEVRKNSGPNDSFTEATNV
# GALR2 blocker = GALR2 antagonists in receptor-expressing cells, primary screen; Galanin receptor type 2 (Homo sapiens), O43603; antagonist mode; inhibition, % at 4 µM; actives 0.39% (n = 140,000); AID 828, 2007; in the data active means inhibition above about 27%;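 further: cells stimulated with galanin 1-16 at roughly its EC80; 0% = agonist challenge control and 100% = basal control without agonist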
# Target sequence (O43603 whole entry, looked up): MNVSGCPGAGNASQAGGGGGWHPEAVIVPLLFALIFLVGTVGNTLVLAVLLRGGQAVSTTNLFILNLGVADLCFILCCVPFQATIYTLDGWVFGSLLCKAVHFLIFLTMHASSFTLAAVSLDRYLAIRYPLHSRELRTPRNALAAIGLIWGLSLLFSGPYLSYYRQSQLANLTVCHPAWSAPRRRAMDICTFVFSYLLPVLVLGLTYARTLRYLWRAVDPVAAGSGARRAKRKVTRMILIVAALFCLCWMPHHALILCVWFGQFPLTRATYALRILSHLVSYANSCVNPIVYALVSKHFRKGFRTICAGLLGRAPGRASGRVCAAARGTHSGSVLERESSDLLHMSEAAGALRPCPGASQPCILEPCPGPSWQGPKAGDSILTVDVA
# Yeast life ext = compounds extending yeast replicative lifespan, primary screen, S. cerevisiae, OD615; S. cerevisiae growth with nicotinamide; deaD strain in restrictive glucose medium; inhibition of the nicotinamide effect, % at 10 µM; actives 0.68% (n = 130,000); AID 775, 2007;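 active means inhibition above a set limit, placed 3 SD over the median of all compounds, cut at about 26% in these data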;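 further: 0% = nicotinamide-treated wells and 100% = cells grown without nicotinamide; some compounds called inactive have numbers as strong as hits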
#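 assay system = DeaD-strain S. cerevisiae | measured by = absorbance at 615 nm | probe or stimulus = nicotinamide 1.5 mM | buffer or medium = CSMM-D glucose medium, restrictive | times = 48 h at 30 °C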
# PTEN del growth = growth suppression of PTEN-null HCT116, primary screen, cell-based, CellTiter-Glo; actives 1.2% (n = 140,000); AID 827, 2007; viability, % at 10 µM; HCT116 PTEN-null viability, 60 h; active compounds read low;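 active means viability at or below a set limit, 4 SD under the median of all tested compounds, cut at about 3.7% in these data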;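 further: PTEN knockout HCT116 line with beta catenin targeted HCT116 as companion control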
# BB579 growth dn = growth inhibitors of yeast BB579 in restrictive medium, primary screen, yeast lifespan-shortening project, S. cerevisiae; OD615, 48 h; inhibition, % at 10 µM; actives 0.51% (n = 140,000); AID 804, 2007;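 active means inhibition above a set limit, 3 SD over the mean compound inhibition, cut at about 44% in these data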; further: inactives centre near -24
#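 Assay system – yeast BB579 (DeaD) · Dosing – single compound dose of 10 µM, 0.25% DMSO final · Detection – OD615 turbidity measurement · Buffer or medium – CSMM-D restrictive synthetic medium containing dextrose (glucose) · Benchmarks – positive control amphotericin B 10 µg/mL · Incubation – 48 h exposure, 30 °C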
# E-sel TNF inh = E-selectin induction blockers in HUVEC – imaging, immunofluorescence, high content, primary screen | HUVEC TNFa-induced E-selectin immunofluorescence | inhibition, % at 2 µM | actives 0.71% (n = 120,000);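 active means inhibition above the batch mean plus 3 SD, and confirmed as a hit on visual image review, cut at about 43% in these data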;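 further: 0% = TNF-stimulated DMSO wells and 100% = unstimulated control wells; not every result past the cut was called active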
# * hit, by the source's call; . = not tested or not shown.
SMILES,Measles CPE,MRP1 act,Phagocyt inh,HCT116 bCat-KO,NPY-Y2 antag,GALR2 blocker,Yeast life ext,PTEN del growth,BB579 growth dn,E-sel TNF inh
COc1cc(C(=O)NCc2ccc(F)cc2)cc(Cl)c1OC,3,-0.6,2,94,2,-1,-5,92,-22,-15
COc1ccc(-c2nc3cnccn3c2Nc2ccc3c(c2)OCO3)cc1,3,-3.8,0,70,5,2,-7,64,11,18
CCCCNC(=O)c1onc(CSc2cccc(OC)c2)c1C(=O)O,11,0.1,-2,91,28*,-1,-3,97,-27,-39
CC(C)CC(=O)Nc1ccc2c(c1)oc1ccccc12,4,0.9,.,97,0,5,-19,89,-37,12
CCOC(=O)COc1ccc(Cl)cc1C1NC(=O)NC(C)=C1C(C)=O (centres undefined),5,-2.4,0,95,2,7,-9,99,-36,21
CC(C)CNC(=O)c1cccc(NC(=O)CSc2ccccc2)c1,14,-0.7,-6,90,0,4,0,95,-48,.
CCOC(=O)C1=C(C)N=c2s/c(=C\c3cccn3C)c(=O)n2C1c1cccc(OC)c1OC (centres undefined),7,-0.9,.,69,0,-6,-12,60,-70,-1
CCOc1nc(SCCOc2ccccc2)nc(N(C)C)n1,1,-0.8,2,91,23*,11,-8,87,-11,-23
Cc1ccc(C(NC(=O)N2CC(C)OC(C)C2)C(Cl)Cl)cc1F (centres undefined),12,-1.7,-15,81,2,2,-3,86,-21,15
CC1CC(=O)c2cnc(NCC3CCCO3)nc2C1 (centres undefined),2,-1.1,-1,95,0,-1,-13,100,-23,8
COc1cccc(N2C(=O)C(CC(=O)Nc3ccc(F)cc3)N(C3CCCCC3)C2=O)c1 (centres undefined),6,2.2,-2,119,2,-6,15,99,-15,-17
CCCCCn1ccc(=O)c2c(C(F)(F)F)nccc21,6,-2.4,.,80,7,7,.,74,-24,-9
O=C(Nc1nnc(-c2ccccc2)o1)NC1CCCCC1,3,-2.3,-1,60,-1,8,-32,59,-3,0
CN(C)c1ncnc2c1ncn2C1OC(CO)C(O)C1O (centres undefined),16,-5.8,-1,5.2*,2,19,-3,4,-19,11
CSc1ccccc1C(=O)NC1CC2CCC1C2 (centres undefined),18,0.5,-1,101,7,12,-2,107,-49,-14
Cc1ccc(CCNC(=O)C2CCN(C(=O)c3sccc3-n3cccc3)CC2)cc1,25,0.0,0,74,1,-3,-10,69,-50,.
CC(=O)c1c(C)[nH]c(C(=O)OCC(=O)Nc2ccc(Cl)cc2[N+](=O)[O-])c1C,19,-0.4,-8,28,1,36*,-1,18,-12,.
COc1cccc(C(=O)/C=C/Nc2ccc(S(=O)(=O)Nc3ccc(C(C)=O)cc3)cc2)c1,.,1.6,5,96,0,10,-2,88,-5,.
COc1ccccc1OCC(=O)OC/C(O)=C(\C#N)c1nc2ccccc2[nH]1,11,-2.0,5,5.5*,3,-3,-5,2.2*,-21,.
CCOC(=O)c1ccc(N2C(=O)CC(NC3CCN(C(=O)c4cccc(Cl)c4)CC3)C2=O)cc1 (centres undefined),1,-0.1,0,93,4,1,-9,95,14,-29
CCCn1c(-c2ccc(F)cc2)n[nH]c1=S,27,-4.2,-1,89,9,6,1,97,7,-35
Oc1[nH]c2ccccc2c1N=Nc1nc2ccccc2s1,11,-5.6,0,1.3*,2,11,-23,1.6*,-37,.
COCCn1c(C)cc(C(=O)COC(=O)c2ccc3c(c2)NC(=O)CS3)c1C,4,-2.6,3,70,7,0,0,75,0,.
Cn1c(SCC(=O)N2CCN(c3ccccc3)CC2)nnc1-c1c[nH]c2ccccc12,5,-1.6,0,50,3,-3,-6,51,-26,.
Cc1cccc(C(=O)OCC(=O)Nc2ccc(N3CCCCC3)cc2)c1O,16,-1.5,-3,86,4,-16,-17,95,-35,2

# Exported tab-delimited: 4 of the compounds above
smiles	Measles CPE	MRP1 act	Phagocyt inh	HCT116 bCat-KO	NPY-Y2 antag	GALR2 blocker	Yeast life ext	PTEN del growth	BB579 growth dn	E-sel TNF inh
COc1cccc(N2C(=O)C(CC(=O)Nc3ccc(F)cc3)N(C3CCCCC3)C2=O)c1 (centres undefined)	6	2.2	-2	119	2	-6	15	99	-15	-17
CCCCCn1ccc(=O)c2c(C(F)(F)F)nccc21	6	-2.4	.	80	7	7	.	74	-24	-9
O=C(Nc1nnc(-c2ccccc2)o1)NC1CCCCC1	3	-2.3	-1	60	-1	8	-32	59	-3	0
CN(C)c1ncnc2c1ncn2C1OC(CO)C(O)C1O (centres undefined)	16	-5.8	-1	5.2*	2	19	-3	4	-19	11

# Remaining list, next part
SMILES,Measles CPE,MRP1 act,Phagocyt inh,HCT116 bCat-KO,NPY-Y2 antag,GALR2 blocker,Yeast life ext,PTEN del growth,BB579 growth dn,E-sel TNF inh
Nc1cnn(C2CCCO2)c(=O)n1 (centres undefined),.,-0.4,.,106,3,11,-15,100,-67,-8
O=c1ccc(=O)n2n1CC(O)C2,13,-0.2,-1,93,-1,6,-2,103,-26,13
CSc1nsc(SCc2cnc(C)nc2N)n1,3,-1.2,4,97,1,2,6,96,9,-29
Cc1ccc2c(C)c(C(=O)N(Cc3cccs3)C3CCS(=O)(=O)C3)oc2c1 (centres undefined),20,-2.4,-1,82,4,-3,-6,78,-46,10
CCOc1ccccc1-n1c(SCC(N)=O)nc2ccccc2c1=O,1,0.0,0,94,6,-7,-3,78,-57,15
O=C(NCCCN1CCOCC1)c1cc(-c2ccc(Br)cc2)on1,5,-2.4,-1,86,0,7,-20,81,-3,.
O=C(O)C1CCCCC1C(=O)Nc1nccs1 (centres undefined),5,-1.8,0,92,0,-3,-3,95,-1,.
CNc1nc(N)c([N+](=O)[O-])c(NCc2ccccc2)n1,5,-1.0,.,84,2,-21,-2,92,-28,.
O=C(CNC(=O)c1ccc(Cl)cc1Cl)OCc1nc2ccccc2s1,4,-0.3,-8,87,-1,10,-2,97,-10,.
Cn1cc(SCC(=O)O)c2ccccc21,15,-0.2,0,90,0,7,-2,106,-63,19
C[C@@H](O)C1NC(=O)[C@H](CCCCN)NC(=O)c2cc([N+](=O)[O-])cc(F)c2NCCCC[C@@H](C(N)=O)NC1=O (some centres undefined),1,0.0,.,105,5,8,0,97,-3,-23
O=C(O)CC(Cn1[nH]nnc1=S)c1ccccc1 (centres undefined),2,-0.2,2,91,3,-15,-3,101,-18,3
Cc1cc(C)c2c(c1)cc(C)c1nnc(SCC(=O)Nc3ccccc3N3CCOCC3)n12,9,-2.2,-9,92,4,8,-5,89,4,-12
CC(NC(=O)c1cccs1)C(c1cccs1)N1CCN(c2ccccc2)CC1 (centres undefined),19,-1.8,.,74,2,1,.,70,-37,2
Cc1cnc(NC(=O)c2cc3c(s2)CCCC3)s1,30,-3.0,0,65,4,15,-14,65,-25,15
C=C(C)Cn1c(-c2ccc(OC)cc2)nc2ccccc21,6,-2.5,0,66,5,-3,-25,61,-22,-23
O=C(Cc1ccc([N+](=O)[O-])cc1)NCc1ccc2c(c1)OCO2,2,-1.4,1,92,6,3,3,100,-11,.
O=C(CCCN1C(=O)c2ccccc2C1=O)N1CCCCC1,2,0.0,.,95,2,-7,.,103,-21,-20
CCOC(=O)c1sc(/N=C/N(C)C)c(C(=O)OCC)c1C,7,-3.9,-1,108,-1,1,-32,86,-7,-5
O=C(CCN1C(=O)c2ccccc2C1=O)C1=NN[C@@H]2C(=O)N(c3cccc(Cl)c3)C(=O)[C@H]12,15,-1.2,.,100,2,-2,2,99,-12,-4
COc1ccc(CC(=O)Nc2ccc(-c3noc(-c4ccc(Cl)cc4)n3)cc2)cc1,33,-8.0,.,1.6*,3,15,.,0.9*,-23,27
Cn1c(NC(=O)C2CCCC2)cc(=O)n(C)c1=O,13,-0.7,1,99,3,-1,22,102,7,.
CCOC(=O)Cc1csc(SCC(=O)NC2CCCC(C)C2C)n1 (centres undefined),25,0.3,-2,92,3,-6,6,94,-31,.
CCCC1(C(=O)OCC)NC(c2ccc(O)cc2)C2C(=O)N(c3ccc4c(c3)OCCO4)C(=O)C21 (centres undefined),22,-0.3,-1,98,0,-12,-1,103,-52,-17
Cc1ccc(OCCN2C(=O)c3ccccc3C2=O)c(C)c1,4,-1.2,0,82,12,-9,-19,88,-44,35
# The results go on:
SMILES,Measles CPE,MRP1 act,Phagocyt inh,HCT116 bCat-KO,NPY-Y2 antag,GALR2 blocker,Yeast life ext,PTEN del growth,BB579 growth dn,E-sel TNF inh
Cc1cc(C)c(S(=O)(=O)c2c(C)cccc2C)c(OCC(C)C)n1,2,-5.3,-1,24,13,1,-5,37,-64,.
COc1ccc(-c2ncccc2OC(=O)C23CC4CC(CC(C4)C2)C3)cc1OC,9,-1.3,-2,100,9,6,-1,97,7,.
O=C(CN1C(=O)NC2(CCCC2)C1=O)Nc1cccc(-c2nnc3n2CCCCC3)c1,7,-1.2,-1,86,1,-5,-5,95,-29,.
Cc1ccc(C(=O)COc2cccc(NC(=O)c3ccco3)c2)cc1,17,0.0,-1,93,13,1,-17,86,-52,-25
CCOC(=O)N1CCN(S(=O)(=O)c2ccc3c(c2)SCC(=O)N3)CC1,6,-2.5,4,75,2,9,-5,87,-17,-9
Cc1ccc(Nc2nnc(SCC(=O)Nc3ncc(S(=O)(=O)c4ccc([N+](=O)[O-])cc4)s3)s2)cc1,7,-3.0,-5,82,0,-5,-2,69,-69,.
CCOC(=O)c1cnc2c(c(C)nn2C)c1Oc1ccc(Cl)cc1,5,-1.9,0,67,10,0,-28,61,-8,-22
COc1ccc(/C=N/OCC(=O)NCc2cccs2)c(OC)c1,5,-1.1,-17,93,2,0,-7,94,-19,7
CCCC(=O)C1=C(O)C(C(=O)OC)C(C)(C)CC1=NC (centres undefined),9,-1.0,-1,107,3,1,0,104,-11,6
O=C(Nc1ccc2oc(-c3ccccc3)nc2c1)c1cccnc1,59*,-1.4,3,69,2,-2,-15,73,-19,.
O=C(NCc1cccnc1)c1ccc(NC(=O)c2ccco2)cc1,1,-0.1,-1,91,0,3,0,98,-57,-27
O=C(O)CNC(=O)/C(=C/c1ccco1)NC(=O)/C=C/c1ccccc1,2,2.2,-4,95,1,9,2,103,-9,.
CCCCCOc1ccc(NS(C)(=O)=O)cc1,24,-1.4,2,94,5,5,-22,93,-15,-8
CCN(CC)c1ccc([N+](=O)[O-])cc1C(=O)O,26,0.6,-5,96,0,2,4,101,0,-16
Cc1ccc(NC(=O)CSc2ncnc3ccccc23)cc1S(=O)(=O)N1CCCCCC1,5,-2.9,-9,73,7,16,1,74,-34,-14
CCCOc1ccc([N+](=O)[O-])c(N)c1,18,0.2,-5,110,1,14,-8,98,-14,.
CCN(CC)S(=O)(=O)c1cc(C(=O)Oc2cccc(-c3cnc4ccccc4n3)c2)ccc1Br,11,-1.9,.,77,2,-1,-19,72,-80,12
O=C(COc1ncnc2ccccc12)N1CCN(C(=O)c2ccco2)CC1,7,-1.7,-1,91,2,14,1,98,-43,-22

# Source: PubChem (several laboratories)
